# rTrxR1 inhibitor = qHTS Assay for Inhibitors of Mammalian Selenoprotein Thioredoxin Reductase 1 (TrxR1): qHTS | recombinant rTrxR1, NADPH fluorescence consumption, selenite substrate | hit rate 1% among 390,000 | Potency, µM (top dose mostly 114 µM), for the others: at the highest dose activity change, negative = inhibition, actives largely listed as inhibitors | AID 588453, 2011; note: % is set by controls: 0 for no effect and ±100 for the full control effect; nearly all actives have a fitted effect of over 65% in size
# Target sequence (O89049 whole entry, looked up): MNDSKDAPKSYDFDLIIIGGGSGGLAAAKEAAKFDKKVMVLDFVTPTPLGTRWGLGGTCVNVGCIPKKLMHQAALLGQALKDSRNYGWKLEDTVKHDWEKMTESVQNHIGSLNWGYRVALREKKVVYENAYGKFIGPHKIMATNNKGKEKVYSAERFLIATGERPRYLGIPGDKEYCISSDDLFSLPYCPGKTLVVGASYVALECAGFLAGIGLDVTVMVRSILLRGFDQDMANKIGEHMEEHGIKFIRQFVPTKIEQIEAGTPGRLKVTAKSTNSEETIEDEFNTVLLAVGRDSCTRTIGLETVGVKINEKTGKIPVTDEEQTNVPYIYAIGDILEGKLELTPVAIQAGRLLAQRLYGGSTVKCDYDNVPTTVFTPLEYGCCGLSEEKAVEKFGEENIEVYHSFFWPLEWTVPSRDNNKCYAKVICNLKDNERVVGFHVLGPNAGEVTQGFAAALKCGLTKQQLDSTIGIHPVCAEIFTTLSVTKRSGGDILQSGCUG
#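 Rat TrxR1 (90 nM in the dispensed reagent) was pre-reduced with 400 uM NADPH for 5 min at room temperature, then incubated with compound for 15 min. After 400 uM selenite was added, NADPH fluorescence (Ex 340/Em 450 nm) was followed for 8 min.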
# IDH1 R132H inh = qHTS for Inhibitors of mutant isocitrate dehydrogenase 1 (IDH1): qHTS; AID 602179, 2012; Potency, µM (titrated, usually from 76.6 µM), inactives show top-dose activity change, negative = inhibition, usual class: inhibitors; IDH1-R132H enzyme, NADPH consumption, diaphorase/resazurin fluorescence; Isocitrate dehydrogenase [NADP] cytoplasmic (Homo sapiens), O75874; hit rate 0.093% among 390,000; note: % is set by controls: 0 for no effect and ±100 for the full control effect; nearly all actives have a fitted effect of over 65% in size
#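 IDH1-R132H (0.5 ug/mL dispensed) in pH 7.5 Tris buffer was preincubated 30 min with compound, then given a substrate mix of 0.016 mM NADPH and 2 mM alpha-KG for 80 min at room temperature; remaining NADPH was read by diaphorase/resazurin fluorescence.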
# ALOX12 inh = Primary qHTS assay for inhibitors of human arachidonate 12S-lipoxygenase (ALOX12): Round 2 | Polyunsaturated fatty acid lipoxygenase ALOX12 (Homo sapiens), P18054 | purified 12hLO, xylenol orange hydroperoxide absorbance | Potency, µM (series often up to 108 µM), for inactives: top-dose activity change, negative = inhibition, hits mostly inhibitors | hit rate 1.1% among 580,000; note: % is set by controls: 0 for no effect and ±100 for the full control effect
#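 Purified human 12hLO (150 nM final) in 25 mM Hepes, 0.01% Triton X-100, pH 7.0 was preincubated 15 min at room temperature with compound. Then 40 uM arachidonic acid was added, 30 min. Hydroperoxide was read by Fe-XO absorbance ratio 573/405 nm.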
# USP1 inh = Inhibitors of USP1/UAF1: Primary Screen; Ubiquitin carboxyl-terminal hydrolase 1 (Homo sapiens), O94782; recombinant USP1/UAF1, Ub-Rhodamine cleavage fluorescence; Potency, µM (series often up to 57.1 µM), without a hit: top-dose activity change, negative = inhibition, most hits filed as inhibitors; hit rate 0.23% among 390,000; AID 743255, 2014; note: % is set by controls: 0 for no effect and ±100 for the full control effect; nearly all actives have a fitted effect of over 60% in size; inactives centre near -12
#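 In this screen, compounds sit with the deubiquitinase complex (1nM) for 15 min at room temperature before Ub-Rho is added at 150nM final. Fluorescence rise is then followed for 6 reads every 60 seconds.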
# TrxR1 substrate = qHTS Assay for Substrates of Mammalian Selenoprotein Thioredoxin Reductase 1 (TrxR1): qHTS; Thioredoxin reductase 1, cytoplasmic (Rattus norvegicus), O89049; AID 588456, 2011; Potency, µM (series often up to 114 µM), inactives show top-dose activity change, negative = substrate turnover; hit rate 0.01% among 390,000; purified TrxR1 substrate turnover, NADPH consumption readout; note: % is set by controls: 0 for no effect and ±100 for the full control effect; nearly all actives have a fitted effect of over 50% in size
#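 Rat TrxR1, dispensed at 90 nM, was prereduced with 400 uM NADPH (final) for 5 min at ~22 deg C, then incubated with compound 15 min before 400 uM selenite. A first-read NADPH fluorescence drop versus no-compound background flagged substrates.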
# RXFP1 ag = qHTS Assay for Agonists of the Relaxin Receptor RXFP1; Relaxin receptor 1 (Homo sapiens), Q9HBX9; HEK293T-RXFP1 cAMP TR-FRET, 30 min; response scale: percent of porcine relaxin response, buffer zero; Potency, µM (top dose mostly 57.5 µM), inactives show at the top dose activation, most hits filed as activators; hit rate 0.3% among 370,000; note: % is set by controls: 0 for no effect and ±100 for the full control effect; nearly all actives have a fitted effect of over 60% in size; many of its hits are not listed in these tables
#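 HEK293 cells stably expressing RXFP1, treated 30 min at 37C with compounds plus PDE4 inhibitor Ro 20174; cAMP measured by HTRF TR-FRET. Normalized to buffer and 29 nM porcine relaxin; EC50 by Hill fit.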
# Vif-A3F inh = qHTS for Inhibitors of Vif-A3F Interactions: qHTS. HeLa A3F-eYFP + Vif (tagged APOBEC3F with the HIV-1 protein that degrades it), YFP fluorescence increase. Potency, µM (titrated, usually from 46.1 µM), for the others: at the highest dose activity, negative = active. hit rate 0.2% among 390,000. AID 602313, 2012; note: % of control where 0% means no effect; nearly all actives have a fitted effect of over 65% in size
#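 Fluorescence increase (Ex 488/Em 500-530) after overnight compound treatment at 37 deg C flags inhibition of Vif-driven A3F-eYFP loss in stable HeLa A3F-eYFP/Vif cells seeded overnight beforehand.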
# RGS4 inh = Inhibitors of Regulator of G Protein Signaling (RGS) 4: qHTS. Regulator of G-protein signaling 4 (Homo sapiens), P49798. Transcreener GDP fluorescence polarization, RGS4-accelerated GTP hydrolysis. Potency, µM (series often up to 114 µM), inactives show at the top dose activity change, negative = inhibition, actives largely listed as inhibitors. hit rate 0.039% among 390,000. AID 504845, 2011; note: % is set by controls: 0 for no effect and ±100 for the full control effect; nearly all actives have a fitted effect of over 75% in size; some results filed as inactive show a strong effect at the top dose
# Target sequence (P49798 whole entry, looked up): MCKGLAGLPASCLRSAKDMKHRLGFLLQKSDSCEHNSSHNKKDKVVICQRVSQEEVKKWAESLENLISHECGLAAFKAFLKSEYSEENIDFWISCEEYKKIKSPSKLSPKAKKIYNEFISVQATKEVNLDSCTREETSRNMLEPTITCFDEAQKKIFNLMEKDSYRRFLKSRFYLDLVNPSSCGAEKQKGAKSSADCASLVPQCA
#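 MLSMR compounds (23 nl, pin-transferred) preincubated 10 min at room temperature with a 500nM (2x) first reagent, then RGS4 at 900nM (2x) plus Transcreener GDP mix added; fluorescence polarization (620/688 nm) read before and after 90 min at 30 °C.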
# Vif-APOBEC3G blk = qHTS for Inhibitors of Vif-A3G Interactions: qHTS; HeLa A3G-eYFP + Vif (tagged APOBEC3G with the HIV-1 protein that degrades it), YFP fluorescence, overnight; Potency, µM (titrated, usually from 46.1 µM), without a hit: at the highest dose activity, negative = active, usual class: inhibitors; hit rate 0.076% among 410,000; AID 602310, 2012;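 note: % is set by controls: 0 for no effect and ±100 for the full control effect; nearly all actives have a fitted effect of over 60% in size; hits raise eYFP signal because A3G escapes Vif-driven loss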
# Target sequence (Q9HC16 whole entry, looked up): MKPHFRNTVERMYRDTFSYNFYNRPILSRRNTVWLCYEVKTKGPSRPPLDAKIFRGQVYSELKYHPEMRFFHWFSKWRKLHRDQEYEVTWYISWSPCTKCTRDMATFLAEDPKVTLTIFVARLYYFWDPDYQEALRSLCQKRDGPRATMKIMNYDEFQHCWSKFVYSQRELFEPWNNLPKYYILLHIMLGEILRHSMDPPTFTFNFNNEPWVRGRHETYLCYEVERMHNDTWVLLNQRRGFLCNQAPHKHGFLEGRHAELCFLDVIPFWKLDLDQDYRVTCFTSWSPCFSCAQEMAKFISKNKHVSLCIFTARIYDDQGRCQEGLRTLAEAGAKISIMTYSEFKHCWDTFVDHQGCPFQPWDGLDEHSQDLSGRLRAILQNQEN
#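 HeLa cells stably expressing Vif and C-terminally eYFP-tagged A3G, seeded overnight at 37 deg C, then exposed to compound by pintool overnight at 37 deg C. Rise in yellow fluorescence (Ex 488/Em 500-530, Acumen) marks blocked Vif-driven A3G degradation.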
# Numbers without * were called inactive; ? = inconclusive; . = not tested or not shown; & = joins results of further samples; [ ] = another dose, or the depositor's remark. Calls come from the whole dose curve; as a rule, active = well fitted curve in the direction sought with a large enough effect; inconclusive = small, poorly fitted or top-dose-only effect, or another doubt; inactive = no such curve, though single readings can be large; an effect the other way counts as inactive or inconclusive. Potency is the fitted concentration of half-maximal effect.
SMILES,rTrxR1 inhibitor,IDH1 R132H inh,ALOX12 inh,USP1 inh,TrxR1 substrate,RXFP1 ag,Vif-A3F inh,RGS4 inh,Vif-APOBEC3G blk
CCCCCc1cc(=O)oc2c(C(CCN3CCCCC3)c3cc(OC)c(OC)c(OC)c3)c(OC)cc(OC)c12 (stereo not given),-11%[57.1 µM],17%,?,-25%,2%[57.1 µM],1.5%,8%,6%,-19%
COc1ccc(NC(=S)N2CCN(S(=O)(=O)c3ccc(F)cc3)CC2)cc1OC,-2%,-1%,22%,2%,-5%,2.3%,-3%,-48%,-1%
Cc1ccc(S(=O)(=O)CCC(=O)N2CCc3ccccc32)cc1,-20%,5%,222%[activator],-15%,-14%,-0.9%,2%,4%,-2%
CCOn1c(=O)c(-c2cccc3ccccc23)[n+]([O-])c2ccccc21,4%[57.1 µM],-4%,13%,-1%,-7%,1.8%,-11%,-26%,-3%
O=S(=O)(c1ccc(Cl)cc1)c1nc(-c2cccs2)oc1SCc1ccc(F)cc1,4%,7%,?,-15%,4%[2.29 µM],0.1%,-2%,-16%,-2%
COc1ccc(NS(=O)(=O)c2cc(-c3nnnn3C)ccc2OC)cc1,16%,-3%,-24%,-21%,7%,1.8%,-5%,-13%,-5%
C=CCN=C1NN=C(c2cc(C)n(CCOC)c2C)CS1,-10%,-3%,?,-10%,-13%,3.2%,-1%,-33%,-1%
Cc1oc2ccc(OC(=O)c3cccs3)cc2c1C(=O)OC(C)C,31%,13%,-9%,?,0%,2.3%,-10%,-5%,-3%
CC(C)c1ccc(OCC(=O)Nc2c(C(=O)c3ccc(F)cc3)oc3ccccc23)cc1,30%,20%,?,?,6%,-0.7%,-5%,-2%,-3%
Cc1ccc2cc(C3CC(c4ccco4)=NN3C(=O)CCCC(=O)O)c(Cl)nc2c1 (stereo not given),-10%,-2%,-17%,-17%,-4%,2.1%,1%,-11%,0%
Cn1c(SCc2c(Cl)cccc2Cl)nnc1-c1cccs1,20%,12%,-21%,-25%,6%,-1.4%,-9%,-5%,0%
CC(C)C[C@@H](CSc1ccccc1)N1CCN(C)CCC1=O,8%[57.1 µM],15%,?,-15%,7%[57.1 µM],0.7%,-1%,-4%,3%&-1%
COC(=O)C1CCN(C(=O)NC2CCCCC2)CC1,16%,1%,0%,-26%,13%,0.5%,-2%,13%,0%
COc1ccc(CCN2C(=NC(C)=O)SC3CS(=O)(=O)CC32)cc1OC (stereo not given),-8%[57.1 µM],-2%,96%[activator],-13%,1%[57.1 µM],8.7%,-9%,-13%,1%
O=C(CCCOc1ccc(Cl)cc1Cl)n1nnc2ccccc21,-19%,0%,?,-7%,-6%,-2.2%,5%,-6%,-5%
COc1ccc(NC(=O)N2CCCC2C(=O)Nc2ccccc2F)cc1 (stereo not given),10%,5%,-11%,-17%,2%,5.4%,-25%,-18%,-1%
COc1cc(/C=C/C(=O)c2ccc(F)cc2)cc(OC)c1OC,-63%,1%,76%[activator],-17%,-7%,0.0%,12%,-39%,?
COc1cccc(-c2csc(N3CCN(C(=O)Nc4ccc(F)cc4)CC3)n2)c1,6%[57.1 µM],2%,7%,-13%,-3%[57.1 µM],2.1%,-13%,-6%,1%
CCC(=O)Nc1nc(C)c(C(=O)NC2CCCCC2)s1,6%,-2%,0%,4%,0%,-0.1%,0%,1%,-1%
Cc1cc(C(=O)O)cc(S(=O)(=O)Nc2ccccc2C(=O)NC(C)c2ccccc2)c1C (stereo not given),22%,-15%,50%[activator],-31%,13%,0.4%,1%,3%,2%
COc1cccc(OC)c1C(=O)NCCc1csc(-c2ccc(Cl)cc2)n1,2%[57.1 µM],17%,1%,-26%,-1%[57.1 µM],3.1%,2%,-1%,2%
CN(C(=S)NC(=O)Cc1ccccc1)c1ccccc1,-4%[57.1 µM],-4%,?,-18%,5%[57.1 µM],0.0%,?,?,0%
CC(=O)c1cccc(NC(=O)COc2cc3oc(=O)c(CC(C)O)c(C)c3cc2Cl)c1 (stereo not given),-1%[57.1 µM],-4%,-7%,-17%,22%[57.1 µM],-0.3%,-14%,?,-3%
O=C(c1ccc(=O)oc1)N1CCC(C(O)(c2ccccc2)c2ccccc2)CC1,5%[57.1 µM],-4%,0%,?,10%[57.1 µM],2.0%,-8%,-39%,-2%
c1ccc(CNc2ncnc3nc(N4CCOCC4)[nH]c23)cc1,15%,.,.,.,-1%,.,.,-4%,1%
O=C(COC(=O)CSc1ccccc1)NNC(=O)c1ccc([N+](=O)[O-])cc1,15%,-12%,30%,-4%,-3%,0.4%,-7%,27%,1%
CCOc1ncccc1C(=O)Nc1cccc(-c2nnc3n2CCCCC3)c1,-5%,-7%,0%,-9%,-6%,8.5%,15%,11%,1%
COc1ccc(NC(=O)c2ccc(Cl)c(S(=O)(=O)NCC3CCCO3)c2)c(OC)c1 (stereo not given),17%,3%,.,?,7%,0.1%,0%,-21%,0%
C#CCOCCOCCOCCNc1nc(N2CCN(C(=O)CCCCCCCCCCNC(=O)Cn3cc(C[C@@H](C)O)nn3)CC2)nc(N2CCN(C(=O)CCCCCCCCCCNC(=O)[C@@H](CCC(=O)O)n3cc(CCCCCN)nn3)CC2)n1,37%[activator],-4%,?,-27%,-2%,-0.1%,3%,-3%,-10%
CCOC(=O)C1(Cc2ccccc2Cl)CCN(S(C)(=O)=O)CC1,11%[57.1 µM],20%,7%,-15%,11%[57.1 µM],1.3%,-18%,7%,-2%
COc1cc(C(C)=O)ccc1COc1ccc(C(=O)O)cc1OC,10%,2%,-12%,-5%,1%,1.2%,5%,-20%,0%
C/C=C/C(=O)[C@@H](C)[C@@H](/C=C/C[Si](C)(C)C)c1ccccc1,-23%,.,.,.,-4%,.,.,0%,-2%
Cc1nn(CC(=O)N2CCC(C)CC2)c(=O)c2nn(-c3ccccc3)c(C)c12,7%,-7%,-8%,-19%,-4%,1.0%,-10%,5%,-4%
CC(=O)c1cccc(NC(=O)c2cc(-c3ccc4c(c3)OCCO4)on2)c1,10%,15%,-30%,-22%,8%,19%,11%,8%,3%
CN(C)c1cc[n+](/C(C(=S)Nc2ccc(SC(F)F)cc2)=C(/[O-])c2ccccc2)cc1,28%,0%,-1%,-18%,6%,4.8%,-4%,2%,0%
CC(C)Cn1c(N)c(/C=N/NC(=O)c2ccc(Cl)cc2)c(=O)n(C)c1=O,28%,-7%,-3%,-8%,9%[57.1 µM],4.6%,0%,-12%,-7%
CC(=O)c1cccc(NS(=O)(=O)c2c(C(=O)N3CCCCCC3)c(C)n(C)c2C)c1,26%[57.1 µM],-17%,5%,-4%,8%[57.1 µM],2.0%,-10%,17%,2%
O=c1[nH]c2cc([N+](=O)[O-])ccc2c2cc(Br)ccc12,.,-8%,-14%,-17%,.,.,-5%,.,5%
COc1ccccc1NC(=O)C1=C(C)NC(=O)NC1c1ccc(C)cc1 (stereo not given),-12%,11%,-2%[57.4 µM],-18%,-4%,0.4%,1%,2%,1%
CCOC(=O)C1=CN(Cc2ccco2)S(=O)(=O)NC1c1ccc(C(F)(F)F)cc1 (stereo not given),?,-3%,?,?,-7%,.,-5%,-43%,-1%

# Limited to TrxR1 substrate and ALOX12 inh, for 3 of the compounds above:
Structure,TrxR1 substrate,ALOX12 inh
CN(C(=S)NC(=O)Cc1ccccc1)c1ccccc1,5%[57.1 µM],?
COc1ccccc1NC(=O)C1=C(C)NC(=O)NC1c1ccc(C)cc1 (stereo not given),-4%,-2%[57.4 µM]
CC(=O)c1cccc(NS(=O)(=O)c2c(C(=O)N3CCCCCC3)c(C)n(C)c2C)c1,8%[57.1 µM],5%

# Additional structures.
SMILES,rTrxR1 inhibitor,IDH1 R132H inh,ALOX12 inh,USP1 inh,TrxR1 substrate,RXFP1 ag,Vif-A3F inh,RGS4 inh,Vif-APOBEC3G blk
CSc1nncc(-c2ccc(F)cc2)n1,9%[57.1 µM],-3%,?,-12%,6%[57.1 µM],-0.1%,1%,-36%,-1%
COc1ccc(C(=O)Nc2nc(-c3ccc([N+](=O)[O-])cc3)c(-c3ccccc3)s2)cc1,-2%,-1%,57%,-5%,-9%,.,.,6%,-1%
CCc1nnc(NC(=O)c2cc(S(=O)(=O)N3CCN(CC)CC3)ccc2Cl)s1,0%,13%,.,-12%,6%,.,-1%,3%,-7%
N#CCCN(CCC#N)S(=O)(=O)c1ccc(C(=O)Nc2nc(-c3ccccc3)c(C(=O)c3ccccc3)s2)cc1,9%,2%,0%,-14%,-7%,-1.9%,3%,-8%,-4%

# This is a subset. The share of hits here may be higher or lower than overall.
